Screens deposited in PubChem by Sanford-Burnham Center for Chemical Genomics.
mIAP activ = activators of mouse IAP, primary screen, biochemical, luminescence, uHTS. muIAP, CDP-Star luminescence, 30 min; stronger effect = higher value; 1 = vehicle-only enzyme signal, 0 = enzyme-free wells. activation factor at 10 µM. actives 0.24% (n = 330,000). AID 2805, 2010;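 active = activation factor of at least 2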; also: the source names both 10 and 20 µM as test concentration; values of inactives mirror those of a sister screen read the other way
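Assay system: mouse IAP enzyme / Compound: DMSO-dissolved test compounds / Timing: 30 min, room temperature / Measured by: luminescence from enzymatic CDP-Star hydrolysis / Control set: DMSO-only wells, enzyme-free buffer wells as negative control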
SENP1 FRET inh = human SENP1 catalytic domain inhibitors, primary screen, biochemical, FRET, uHTS. Sentrin-specific protease 1 (Homo sapiens), Q9P0U3. actives 0.21% (n = 360,000). inhibition, % at 10 µM. recombinant SENP1 catalytic domain, CyPet-SUMO1-YPet FRET cleavage;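 active = inhibition at least 30% at 10 µM, raw YFP signal under a set limit, fluorescence ratio 0.5 to 1.5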;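 also: 0% = enzyme with DMSO and 100% = no enzyme wells; some results filed as inactive read as strong as hits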
Target sequence (Q9P0U3 419-644 limits assumed): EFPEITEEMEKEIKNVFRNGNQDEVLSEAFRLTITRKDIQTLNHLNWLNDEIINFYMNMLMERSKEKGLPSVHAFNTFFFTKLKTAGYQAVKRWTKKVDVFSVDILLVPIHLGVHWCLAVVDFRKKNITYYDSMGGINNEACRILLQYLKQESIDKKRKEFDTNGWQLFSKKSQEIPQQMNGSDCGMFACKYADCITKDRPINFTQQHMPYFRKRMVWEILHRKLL
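Compound: 10 µM single point, 0.5% DMSO; Test system: hSENP1 catalytic domain, recombinant; Timing: 50 min reaction at room temperature; Technique: FRET, CFP and YFP emission; Control set: no-enzyme wells low, DMSO-plus-enzyme wells high control.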
hIAP inh = human IAP inhibitors, primary screen, biochemical, luminescence, uHTS; Intestinal-type alkaline phosphatase (Homo sapiens), P09923; purified IAP, CDP-Star luminescence, 30 min; inhibition, % at 10 µM; actives 0.12% (n = 330,000);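 active = inhibition reaching a set limit with compound at 10 µM in the primary screen, cut at about 35% in these data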;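 also: plate controls were DMSO wells with enzyme for no effect and no-enzyme buffer wells for full effect; values of inactives mirror those of a sister screen read the other way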
hIAP act = human IAP activators, primary screen, biochemical, luminescence, uHTS; Intestinal-type alkaline phosphatase (Homo sapiens), P09923; actives 0.16% (n = 330,000); activation factor at 10 µM; purified human IAP, CDP-Star luminescence, 30 min; stronger effect = higher value; 1 = vehicle-only enzyme, 0 = enzyme-free background; AID 2524, 2010;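 active = activation factor of the enzyme at least 2-fold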; also: the source names both 10 and 20 µM as test concentration; values of inactives mirror those of a sister screen read the other way
MIN6 prolif = inducers of MIN6 beta-cell proliferation, primary screen, ATP luminescence, uHTS | actives 0.29% (n = 330,000) | MIN6 cells proliferation, ATPlite luminescence, 48 h; cells starved in 0.2% serum; 100% = growth in 10% serum | AID 2380, 2010 | proliferation, % at 10 µM;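 active = compounds whose signal lies at least 3.5 SD above the mean of all wells on their plate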;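 also: 0% = DMSO-treated cells in low-serum medium and 100% = 10% serum control; some compounds called inactive have numbers as strong as hits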
APOBEC3A inh = APOBEC3A ssDNA deaminase inhibitors, primary screen, selectivity assay for APOBEC3G inhibitor project, biochemical, FAM/TAMRA oligo cleavage fluorescence; DNA dC->dU-editing enzyme APOBEC-3A (Homo sapiens), P31941; recombinant A3A, FAM/TAMRA ssDNA deamination fluorescence; inhibition, % at 20 µM; actives 0.41% (n = 330,000); AID 493011, 2011;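 active = at least 40% inhibition at 20 µM here, with at most 30% in a related deaminase screen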;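 also: plate controls were A3A with DMSO for no effect and wells lacking A3A enzyme for full effect; some results filed as inactive read as strong as hits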
Target sequence (P31941 whole entry, looked up): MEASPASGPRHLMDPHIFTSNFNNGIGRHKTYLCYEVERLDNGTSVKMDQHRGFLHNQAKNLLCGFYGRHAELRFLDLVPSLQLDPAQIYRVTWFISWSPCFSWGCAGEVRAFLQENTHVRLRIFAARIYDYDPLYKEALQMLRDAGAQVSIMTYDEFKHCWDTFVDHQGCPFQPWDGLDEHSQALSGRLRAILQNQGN
mIAP inh = inhibitors of mouse IAP, primary screen, biochemical, luminescence, uHTS; inhibition, % at 10 µM; actives 0.2% (n = 330,000); AID 2806, 2010; intestinal alkaline phosphatase [Mus musculus]; purified mouse IAP, CDP-Star luminescence, 30 min;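 active = inhibition of at least 40% at 10 µM in the primary screen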;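 also: plate controls were DMSO with enzyme for no effect and no enzyme wells for full effect; values of inactives mirror those of a sister screen read the other way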
A3G deaminase = APOBEC3G DNA deaminase inhibitors, primary screen, biochemical, fluorescence, single-stranded DNA substrate, uHTS; DNA dC->dU-editing enzyme APOBEC-3G (Homo sapiens), Q9HC16; recombinant A3G, ssDNA deamination FAM/TAMRA fluorescence; inhibition, % at 20 µM; actives 0.28% (n = 330,000); AID 493012, 2011;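 active = inhibition of at least 40% at 20 µM, with no more than 30% in the related APOBEC3A deaminase screen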;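 also: plate controls were DMSO wells with A3G for no effect and wells lacking A3G enzyme for full effect; some compounds called inactive have numbers as strong as hits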
Target sequence (Q9HC16 whole entry, looked up): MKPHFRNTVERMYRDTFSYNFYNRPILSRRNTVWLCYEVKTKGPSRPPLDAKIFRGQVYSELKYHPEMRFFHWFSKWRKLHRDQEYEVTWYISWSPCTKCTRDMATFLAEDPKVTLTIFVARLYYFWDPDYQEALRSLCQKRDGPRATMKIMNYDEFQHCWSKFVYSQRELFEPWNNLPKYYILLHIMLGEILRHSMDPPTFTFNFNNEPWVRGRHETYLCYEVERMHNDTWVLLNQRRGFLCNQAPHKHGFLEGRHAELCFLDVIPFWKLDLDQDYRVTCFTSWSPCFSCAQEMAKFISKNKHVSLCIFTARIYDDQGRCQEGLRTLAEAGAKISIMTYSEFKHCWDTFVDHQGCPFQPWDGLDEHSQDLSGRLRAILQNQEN
NALP3 yeast inh = NALP3 inflammasome inhibitors in reconstituted yeast, primary screen, luminescence, uHTS | Yeast reconstituted NLRP3/ASC/caspase-1, beta-gal luminescence, 24 h | inhibition, % at 10 µM | actives 0.39% (n = 330,000) | AID 2825, 2010;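 active = inhibition of 50% or more; inactive = inhibition below 50%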;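 also: plate controls were induced DMSO wells for no effect and uninduced yeast grown without galactose for full effect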
Starred values were filed as active, the others as inactive; x = no result given. Not all compounds are listed. The share of hits here may be higher or lower than overall.

SMILES	mIAP activ	SENP1 FRET inh	hIAP inh	hIAP act	MIN6 prolif	APOBEC3A inh	mIAP inh	A3G deaminase	NALP3 yeast inh
Cc1c(CNC(=O)c2nn3c(c2Cl)NC(c2ccccc2)CC3C(F)(F)F)cnn1C (stereo not given)	0.725	3.0	4.6	0.954	0.5	1.8	27.5	-4.9	31.3
COc1ccc(Cl)cc1S(=O)(=O)Nc1noc2ccccc12	1.12	2.7	-4.5	1.04	-0.7	-0.4	-12.0	2.7	1.5
c1ccc(CN2CCOCCOCCOCC2)cc1	1.02	1.8	5.6	0.944	0.5	7.5	-1.7	-1.9	19.1
O=C(O)COc1c(-c2ccc(Cl)cc2)oc2ccccc2c1=O	1.05	3.2	-7.1	1.07	2.2	0.8	-5.5	3.2	13.2
O=C1S/C(=C\c2ccc(N3CCOCC3)o2)C(=O)N1Cc1ccc(F)cc1	0.846	-20.7	19.9	0.801	-4.4	-7.1	15.4	-1.8	48.6
COC(=O)c1ccccc1C(=O)N1CCC(CCC(=O)NC2CC2)CC1	0.909	0.2	-12.6	1.13	-1.1	-8.4	9.1	-11.1	0.9
CC(Oc1ccc(Cl)cc1Cl)C(=O)N(C)c1ccccc1 (stereo not given)	1.01	0.3	-17.8	1.18	1.0	0.8	-1.5	2.4	-13.4
O=C(CCc1ccc(O)c(O)c1)N/N=C/c1ccc2c(c1)OCO2	0.869	-0.5	-0.1	1	-5.4	-4.7	13.1	-4.9	16.3
C#CCn1c(=NC(=O)c2ccc(Br)s2)sc2cc(NC(C)=O)ccc21	0.846	-34.6	1.7	0.983	-0.8	6.9	15.4	-2.5	11.8
COc1ccc(CNC(=O)C2CCCN(S(=O)(=O)c3ccc(-n4cnnn4)cc3)C2)cc1 (stereo not given)	0.954	-0.3	14.3	0.857	1.0	-3.5	4.6	-7.0	-3.8
Fc1ccc(-n2cc(CNCCc3ccncc3)c(-c3ccccc3Cl)n2)cc1	0.96	-0.9	-15.2	1.15	-4.2	-1.2	4.0	-2.0	-2.2
CCN(CC)c1ccc(/C=N/n2c(C)nc3ccccc3c2=O)cc1	0.899	-33.8	7.6	0.924	-4.1	0.0	10.1	-2.7	23.5
COc1cccc(/C=N/NC(=O)c2[nH]c(C)c(C(=O)N/N=C/c3cccc(OC)c3O)c2C)c1O	0.71	20.8	14.9	0.851	-2.6	-5.2	29.0	-8.3	7.2
Cc1cc(C)n2nc(CC(=O)NC3CCCCCCC3)nc2n1	0.959	2.1	-7.8	1.08	-2.4	1.0	4.1	-4.1	0.1
COC(=O)[C@]1(CC(C)C)N[C@H](c2ccc(-c3ccc(F)cc3)c(OC)c2)[C@@H]2C(=O)N(C)C(=O)[C@@H]21	1	0.7	-36.0	1.36	-7.8	6.9	-0.2	28.2	5.1
COc1ccccc1C(=O)N1CCCN(C(=O)c2ccccc2OC)CC1	0.975	-1.5	4.4	0.956	-3.4	-2.7	2.5	-1.9	-0.1
COc1ccc(-c2ccc(OC)c([C@H]3[C@H]4C=CC[C@@H](C)[C@@H]4C(=O)N3Cc3ccccc3)c2)cc1	1.05	-0.5	9.3	0.907	-8.0	-1.6	-4.9	-7.7	15.7
CC(=O)N1c2ccc(S(=O)(=O)N3CCCCC3)cc2CC1C(=O)NCc1cccc(Cl)c1 (stereo not given)	1.13	-1.0	-31.9	1.32	1.9	-5.2	-13.3	-7.6	4.0
COc1ccc(NC(=O)CN(C)S(=O)(=O)c2ccc3[nH]c(=O)oc3c2)cc1	0.855	2.7	-5.1	1.05	4.1	-5.7	14.5	-6.0	4.9
CCOc1ccc(NC(=O)CSc2nnc(-c3ccccc3)n2N)cc1	1.05	-0.6	-6.3	1.06	0.0	-1.2	-5.5	-3.8	-4.5
COc1ccc(/C=N/N=C/c2ccc(OC)c(O)c2)cc1O	0.905	0.1	-9.1	1.09	-2.5	0.2	9.5	-4.5	17.4
NC(=O)c1ccccc1NC(=O)CCCN1C(=O)CCC1=O	1.03	0.5	2.9	0.971	-0.3	-1.5	-3.3	-3.7	8.7
CCN(CC)C(=O)Cn1c(=O)n(Cc2ccccc2Cl)c2c1c(=O)n(C)c(=O)n2C	1.06	1.4	-5.3	1.05	-3.6	3.8	-6.0	3.8	16.8
Cc1cc(Nc2ccccc2)n(-c2ccccc2)n1	1	1.2	-6.9	1.07	-2.3	-3.1	0.0	-4.8	5.8
CCCOC(=O)c1ccc(NC(=O)c2cc(Cl)ccc2OC)cc1	0.966	1.1	8.7	0.913	-0.3	-1.0	3.4	-6.7	18.2
COc1ccccc1CN1CC(C(=O)NCCn2nc(C)cc2C)CCC1=O (stereo not given)	0.98	1.4	3.2	0.968	-0.6	-0.8	2.0	-3.2	17.4
CCOC(=O)Cc1nc2ccccc2o1	0.814	x	3.9	0.961	0.1	2.3	18.6	-1.0	9.1
Nc1cccc(S(=O)(=O)Nc2ccccc2)c1	1.02	2.3	4.7	0.953	3.1	3.8	-2.3	-3.7	15.8
O=C(O)C1(c2ccccc2)CCC(Nc2ccccc2)C1 (stereo not given)	0.962	0.1	20.9	0.791	-1.7	-5.3	3.8	-0.5	6.4
CCNC(=O)N1CCNC(=O)C1CC(=O)OC (stereo not given)	0.955	0.0	-5.2	1.05	-1.8	0.0	4.5	-3.0	-15.9

Two entries from above, bar-delimited:
molecule | mIAP activ | SENP1 FRET inh | hIAP inh | hIAP act | MIN6 prolif | APOBEC3A inh | mIAP inh | A3G deaminase | NALP3 yeast inh
CCOC(=O)Cc1nc2ccccc2o1 | 0.814 | x | 3.9 | 0.961 | 0.1 | 2.3 | 18.6 | -1.0 | 9.1
Nc1cccc(S(=O)(=O)Nc2ccccc2)c1 | 1.02 | 2.3 | 4.7 | 0.953 | 3.1 | 3.8 | -2.3 | -3.7 | 15.8

(more compounds)
SMILES	mIAP activ	SENP1 FRET inh	hIAP inh	hIAP act	MIN6 prolif	APOBEC3A inh	mIAP inh	A3G deaminase	NALP3 yeast inh
O=C(CNS(=O)(=O)c1ccccc1)NNC(=O)C(Cl)Cl	0.746	-0.9	-123.2	2.23*	0.0	-3.5	25.4	-4.7	23.9
Cc1ccc(C)c(NC(=S)/C(=C(\[O-])c2ccc(OC(F)F)cc2)[n+]2ccccc2)c1	0.832	-4.9	8.6	0.914	-2.7	-7.5	16.8	-16.7	7.6
Cc1ccc(C)c(OCc2nc(-c3cccnc3)no2)c1	0.924	0.5	14.4	0.856	2.6	-0.9	7.6	2.7	43.2
COc1ccc(-c2nc(NC(=O)Cn3c(=O)oc4ccccc43)sc2C)cc1	0.852	-4.9	-13.4	1.13	-5.7	-3.1	14.8	-7.4	14.5
O=C(COC(=O)C1CCC1)c1c[nH]c2ccccc12	1.07	-10.2	2.5	0.975	-2.8	0.8	-7.3	-13.0	16.1
CCN(CC)c1ncnc2c1cnn2Cc1ccc(Cl)cc1	1.09	2.7	-15.8	1.16	2.6	4.8	-8.9	-7.2	11.6
O=C(NCCc1ccc(F)cc1)C1CCN(C(=O)Nc2ccccc2)CC1	1.06	0.4	17.6	0.824	-1.7	-0.8	-5.9	-6.0	11.1
O=C(NCCS(=O)(=O)N1CCN(c2ccccc2)CC1)C1CC(=O)N(c2ccc(F)cc2)C1 (stereo not given)	1.03	4.5	8.0	0.92	-1.9	-0.1	-2.9	-2.6	2.9
CCCCn1c(CN2CCN(c3cccc(Cl)c3)CC2)nc2c1c(=O)n(C)c(=O)n2C	1.02	-0.4	0.3	0.997	-5.7	1.7	-1.7	-2.3	4.8
O=C(CNC(=O)c1ccccc1Cl)OC1CCOC1=O (stereo not given)	0.964	2.3	-5.0	1.05	-2.3	3.3	3.6	3.1	-11.9
O=C(Nc1ccc(F)cc1)c1ccc2snnc2c1	0.973	-1.4	35.0*	0.65	0.0	-2.0	2.7	-8.3	41.7
O=c1cc(N2CCOCC2)[nH]c(=O)n1-c1ccc(Cl)cc1	1.11	0.9	5.6	0.944	-1.0	-7.9	-10.9	-12.4	15.1
COc1ccc(C(C)(C)C)cc1NC(=O)c1[nH]c(C)c(C(C)=O)c1C	1.19	0.1	-17.2	1.17	-2.1	-3.4	-19.0	-8.9	24.4
CC(=O)Nc1ccc(NC(=O)CS(=O)(=O)c2cn(CC(=O)N3CCCCC3)c3ccccc23)cc1	0.961	-2.1	-14.4	1.14	2.2	0.3	3.9	-1.6	8.1
NC(=O)c1ccc(NC(=O)C2CC(=O)N(c3ccc4c(c3)OCCO4)C2)cc1 (stereo not given)	0.951	-2.6	5.9	0.941	1.0	17.7	4.9	-5.0	10.9
COc1ccc(NC(=O)N2CCOCC2)cc1OC	1.03	1.2	7.5	0.925	-2.3	-2.7	-3.5	-6.0	3.6
CCn1c2ccccc2c2cnc(N=CN(C)C)c(C#N)c21	0.933	0.1	22.7	0.773	4.0	-2.6	6.7	-4.7	17.7
CCOc1cc(C(=O)NC(C)CCc2ccccc2)cc(OCC)c1OCC (stereo not given)	1.13	-0.3	-15.8	1.16	-0.5	-2.3	-12.7	-6.3	9.0
C=Cc1ccc2c(c1)OCCOCCOCCOCCOCCO2	1.09	0.1	-8.0	1.08	-1.4	1.3	-9.1	-0.9	12.4
Cc1ccccc1C(=O)N1CCN(C(c2ccccc2)c2ccccc2)CC1	1.13	1.6	-20.0	1.2	-3.7	-0.3	-12.9	-5.7	-0.5
CCOC(=O)N1CCN(CCc2ccccc2)CC1	1.08	-1.3	5.0	0.95	0.2	5.3	-7.9	0.1	14.6
Cc1ccc(NC(=O)c2ccco2)c(NC(=O)C2CCCO2)c1 (stereo not given)	0.974	-0.4	-9.4	1.09	-2.8	-1.4	2.6	-6.5	-9.0
O=C(CSc1ccccc1)Nc1cccc(S(=O)(=O)N2CCCCC2)c1	1.53	-0.8	19.6	0.804	-1.0	-0.4	-52.8	-1.2	-2.2
CC1=C(C(=O)OC(C)C)C(c2ccccc2Cl)CC(=O)N1 (stereo not given)	0.994	1.8	10.8	0.892	-2.7	3.1	0.6	2.0	10.7
O=C(CC(C(=O)O)c1ccc(Cl)cc1Cl)c1ccc(Cl)cc1 (stereo not given)	0.946	2.3	-1.7	1.02	4.8	-0.5	5.4	-8.9	24.3
Cc1cc(NC(=O)C2CCN(S(=O)(=O)c3cnc[nH]3)CC2)ccc1Br	1	4.0	2.6	0.974	-3.4	-2.0	0.0	-5.3	8.8
COc1ccc(OC)c(S(=O)(=O)N2Cc3ccccc3CC2C(=O)O)c1 (stereo not given)	1.04	2.0	-5.6	1.06	-1.9	-0.5	-3.9	-4.7	12.7
